Screening data deposited in PubChem BioAssay by several laboratories.
CSN inh – CSN deneddylation inhibition; inhibition, % at 12.5 µM; Purified CSN, SCF-Nedd8-OG deneddylation, fluorescence polarization; 360,000 tested, 0.38% active; AID 651999; Q92905;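 active means pattern-corrected inhibition above about 35%, with an unprinted fluorescence ratio check between 0.5 and 1.5, limit read from the data, passing the limit was not always enough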;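 further: 0% = enzyme with substrate and 100% = substrate without enzyme; some results filed as inactive read as strong as hits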
Target sequence (Q92905 whole entry, looked up, one chain of several): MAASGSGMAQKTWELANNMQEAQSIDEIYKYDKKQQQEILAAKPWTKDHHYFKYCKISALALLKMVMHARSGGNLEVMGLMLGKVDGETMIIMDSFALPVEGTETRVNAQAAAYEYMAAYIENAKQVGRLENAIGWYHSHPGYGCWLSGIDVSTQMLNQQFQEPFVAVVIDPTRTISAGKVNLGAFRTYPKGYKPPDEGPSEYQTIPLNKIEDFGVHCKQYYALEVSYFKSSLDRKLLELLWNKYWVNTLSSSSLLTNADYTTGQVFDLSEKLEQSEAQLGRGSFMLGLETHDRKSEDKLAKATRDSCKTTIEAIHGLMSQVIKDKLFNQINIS
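Assay system: purified human Csn5 enzyme expressed in HEK293T cells; measure: % inhibition; also added: SCFSkp2-Nedd8OG substrate at 10 nM final; technique: fluorescence polarization; times: reaction 90 min, room temperature; medium: Tris buffer pH 7.5, NaCl, DTT, Tween-20, trehalose, ovalbumin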
MT1-MMP act inh – inhibitors of human MT1-MMP activation; P50281; HT1080 RFP-PRO-GFP cells, GFP/RFP ratio fluorescence, overnight; percent of plate control window, DMSO zero; GFP/RFP ratio change, % at 20 µM; 360,000 tested, 0.061% active;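 active means GFP/RFP ratio change of at least 30% with cell ATP level not reduced by more than half and red fluorescence within 50% of control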; further: strong numbers were not always called active
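Test system: HT1080 RFP-PRO-GFP cells; Benchmarks: DMSO and RFP-L50D-GFP cell wells; Timing: cells overnight before dosing, compound overnight, 37 °C, 5% CO2; Compound: one 20 µM compound dose with 1% DMSO; Read-out: GFP/RFP fluorescence ratio.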
Rpn11 block – blocks the human proteasome subunit Rpn11 | AID 588493 | human 26S proteasome, Ub4-pepOG fluorescence polarization; 20S core pre-blocked with epoxomicin | calls only at 20 µM | O00487 | 360,000 tested, 0.59% active;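 active means inhibition at 20 µM, scaled to each plate's controls, above about 33%, limit read from the data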
Target sequence (O00487 whole entry, looked up): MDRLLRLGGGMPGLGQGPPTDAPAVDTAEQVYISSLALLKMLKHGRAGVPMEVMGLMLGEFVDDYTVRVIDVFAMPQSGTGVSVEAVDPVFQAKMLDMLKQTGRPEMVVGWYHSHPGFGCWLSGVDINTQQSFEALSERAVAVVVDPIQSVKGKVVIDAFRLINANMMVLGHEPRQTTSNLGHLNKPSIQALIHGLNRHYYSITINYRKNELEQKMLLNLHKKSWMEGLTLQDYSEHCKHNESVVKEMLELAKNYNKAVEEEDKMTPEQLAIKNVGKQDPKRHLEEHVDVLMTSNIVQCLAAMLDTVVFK
Rin1-Abl PPI inh – inhibitors of human Rin1-Abl protein interaction | TR-FRET Rin1/Abl binding, biochemical | P00519+Q13671 | AID 588664 | inhibition, % at 7.35 µM | 360,000 tested, 0.4% active; in the data active means inhibition above about 5%, passing the limit was not always enough
FAS TE block – FAS thioesterase (human) inhibition. AID 602261. inhibition, % at 15 µM. recombinant FAS-TE, OMFH fluorogenic substrate, fluorescence endpoint. P49327. 360,000 tested, 0.67% active;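 active means compounds whose normalised, plate-corrected inhibition of enzyme fluorescence in the single-dose primary screen is 50% or more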;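 further: 0% = DMSO with enzyme and 100% = substrate without enzyme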
NadD inh – NadD (S. aureus) enzyme inhibition. purified NadD enzyme, colorimetric absorbance read-out. inhibition, % at 20 µM. 360,000 tested, 0.78% active; in the data active means inhibition above about 26%; further: some compounds past the cut are filed as inactive
Neddylation inh – inhibitors of human cullin neddylation; P61081+Q13564; TR-FRET cullin neddylation, biochemical; calls only at 25 µM; 360,000 tested, 0.58% active; AID 651699; in the data active means inhibition above about 36%
MLLE-PAM2 inh – inhibitors of microRNA-mediated deadenylation, human PABP1 MLLE binding; 360,000 tested, 0.36% active; P11940; GST-MLLE / FITC-PAM2 fluorescence polarization; inhibition, % at 20 µM; in the data active means inhibition above about 35%, passing the limit was not always enough;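 further: plate controls were DMSO wells with GST-MLLE for no effect and wells lacking GST-MLLE protein for full effect; some results filed as inactive read as strong as hits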
SKN-1 block – C. elegans SKN-1 inhibition | 360,000 tested, 0.49% active | inhibition, % at 21.8 µM | C. elegans VP596 Pgst-4::GFP/RFP ratio, acrylamide-induced, 24 h;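 active means interference check ratio from 0.5 to 1.5 plus GFP to RFP signal ratio inhibition reaching or exceeding a fixed threshold, cut at about 30% in these data, passing the limit was not always enough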; further: some compounds called inactive have numbers as strong as hits
Starred values were filed as active, the others as inactive; i = inactive; · = not tested or not shown.

entry	canonical_smiles	MLLE-PAM2 inh	CSN inh	Rpn11 block	FAS TE block	SKN-1 block	MT1-MMP act inh	NadD inh	Rin1-Abl PPI inh	Neddylation inh
1	COc1ccc(-c2nn(-c3ccccc3)cc2/C=N/O)cc1OC	0	2	i	-9	-12	-8	-4	1	i
2	CC(C(=O)Nc1ccc(C#N)cc1)N(C)CC(=O)N(C)c1c(N)n(Cc2ccccc2)c(=O)[nH]c1=O (stereo not given)	-7	-2	i	0	16	-2	1	-1	i
3	CCOC(COC(=O)c1ccccc1C(=O)O)c1ccccc1 (stereo not given)	11	-1	i	-6	-12	-8	0	-4	i
4	O=C(NCc1ccccn1)c1ccc(Cl)c(S(=O)(=O)N2CCOCC2)c1	-4	8	i	-6	9	4	0	3	i
5	Cc1ccc(C(=O)NC(=S)N2CCN(c3ccccc3F)CC2)cc1	-17	-5	i	15	13	0	-4	-2	i
6	Cc1cc2nc3n(c2cc1C)CC1CC(C(=O)NCC2CC2)N(C)C31 (stereo not given)	2	1	i	-11	8	-1	-1	-5	i
7	O=C(Cc1cccc2ccccc12)NCC(=O)Nc1ccccc1F	2	-1	i	-5	19	-5	-2	-7	i
8	CCc1noc(C)c1C(=O)N1CCCSC1=Nc1ccccc1C(C)C	8	5	i	18	-22	0	-5	3	i
9	Cc1cc(C)nc(SCC(=O)OCC(=O)N(C)c2c(N)n(Cc3ccccc3)c(=O)[nH]c2=O)n1	-8	3	i	-4	-11	-1	3	1	i
10	O=C(NCC1CCCO1)c1cc2c(=O)[nH]c3ccccc3c2s1 (stereo not given)	1	-3	i	2	-10	7	2	0	i
11	C=CCOC(=O)/C(=C/c1cccc2ccccc12)NC(=O)c1ccccc1	1	-1	i	22	13	5	-8	-2	i
12	CC(C)(C)c1ccc(OCCC(=O)OCC(=O)Nc2cccnc2Cl)cc1	-12	-8	i	48	12	-1	-1	1	i
13	CC(C)NC(=O)N(C)C[C@H]1Oc2c(NC(=O)C3CCCCC3)cccc2C(=O)N([C@H](C)CO)C[C@@H]1C	-1	3	i	-4	-16	2	0	5	i
14	C[C@H](NC(=O)CCC1CCC(=O)N1)c1ccccc1 (stereo not given in full)	5	0	i	-8	-1	1	-5	-4	i
15	COc1ccc(NC(=O)COc2ccc(C(=O)c3ccc(F)cc3)cc2)cc1S(N)(=O)=O	1	4	i	2	7	0	8	-1	i
16	Cc1cccc(NC(=S)Nc2c(C)n(C)n(-c3ccccc3)c2=O)c1C	27	-6	i	-14	4	-4	-1	0	i
17	N#Cc1c(NC(=O)CSc2nnc(-c3ccccc3O)n2-c2ccccc2)sc2c1CCCC2	-18	-2	i	14	-2	1	28	3	i
18	CC(C)N1CCN(Cc2ccc(OC3CCCC3)cc2)CC1CCO (stereo not given)	8	1	i	-6	-8	0	0	4	i
19	Cc1ccn2cc(-c3ccc(NC(=O)c4ccco4)cc3)nc2c1	1	-2	i	2	23	7	-3	1	i
20	CN(C(=O)CSc1cccc[n+]1[O-])c1ccccc1	-15	-1	i	-10	4	3	-4	1	i
21	O=C(CCS(=O)(=O)c1cccs1)Nc1ccc(C(=O)NCc2cccs2)cc1	6	0	i	-1	18	-1	-2	1	i
22	CCc1ccc(NC(=S)/N=C(\N)Nc2nc(C)c3cc(CC)ccc3n2)cc1	11	-3	i	14	8	-11	25	-1	i
23	CC(=O)Nc1cncc(-c2ccccc2C(C)=O)n1	1	0	i	-8	-12	-4	0	-5	i
24	CC(=O)NCc1nnc2c3ccccc3c(-c3ccccc3)nn12	6	-4	i	-11	-9	3	3	1	i
25	COc1ccc(/C(O)=C2\C(=O)C(=O)N(c3cc(C)on3)C2c2cccc(OC)c2OC)cc1C (stereo not given)	2	4	i	-1	34	-3	7	-5	i
26	COc1ccc(CCNC(=O)CCCc2ccccc2)cc1	5	3	i	-2	-10	-3	-7	-3	i
27	O=C(CSc1nnnn1-c1ccccc1)N1CCc2ccccc21	-119	-1	i	-1	3	1	4	-2	i
28	CCn1c(Cc2ccccc2)nnc1SCC(=O)c1cccc([N+](=O)[O-])c1	-3	-3	i	19	1	7	10	1	i
29	CCCc1nn2c(-c3ccccc3)nnc2o1	13	0	i	-10	8	0	2	0	i
30	COC(=O)c1cc2c(C)cc3ccc(C)cn3c-2c1C(=O)OC	65	-21	i	-21	17	-43	-1	-26	i
31	CCCCC[C@H](C)N1C[C@H](COCc2ccccc2)Oc2cc(N3CC[C@H](N(C)C)C3)ccc2S1(=O)=O	·	3	·	22	16	2	5	·	i
32	COC(=O)[C@@]12C[C@@H](CC(=O)NCC3CCCCC3)C(=O)N(Cc3ccco3)C1=CCC(C)(C)C2	·	1	·	·	7	-3	·	·	i
33	Fc1ccc(N/N=C/c2cccnc2)c(F)c1	1	0	i	2	13	-1	4	0	i
34	CCN(C(=O)COC(=O)c1cc(-c2cccs2)nc2ccccc12)C1CCS(=O)(=O)C1 (stereo not given)	-4	-10	i	15	8	0	-1	-3	·
35	Cc1cc(C)c(OCC(=O)NCC2COc3ccccc3O2)c(C)c1 (stereo not given)	0	-3	i	23	1	0	-7	-1	i
36	O=C(NCc1ccccc1)c1cc(C2COCCN2C(=O)c2ccc(Cl)cc2)on1 (stereo not given)	2	-3	i	3	16	0	-3	-3	i
37	CSCCC(NC(=O)c1ccc(Cl)cc1Cl)C(=O)NCc1ccncc1 (stereo not given)	13	-1	i	19	3	-1	-2	4	i
38	Cc1ccc(C)c(NC(=O)CN(C)C(=O)c2cccc(N3C(=O)CCC3=O)c2)c1	-38	3	i	-7	13	2	1	0	i
39	CC(/C=N/NC(=O)c1nnn(-c2nonc2N)c1CN1CCCCC1)c1ccccc1 (stereo not given)	3	1	i	1	16	-1	5	-2	i
40	CCOC(=O)[C@@H]1[C@H]2COc3ccccc3[C@@H]2N2C(=O)N(c3ccc(C(F)(F)F)cc3)C(=O)[C@@]12C	5	-1	i	26	6	3	-9	3	i
41	CC1=C(C#N)C(c2cn(-c3ccccc3)nc2-c2cccs2)C(C#N)=C(C)N1	11	1	i	24	2	2	0	1	i
42	Cc1cc(NCCCN2CCOCC2)n2ncc(-c3ccccc3)c2n1	-1	-3	i	-4	9	-2	-6	1	·
43	CCCCN(Cc1nc2ccccc2c(=O)[nH]1)C(=O)COc1ccc(F)cc1Cl	6	4	i	12	0	0	-1	2	i
44	Cc1cccc(NC(=O)CCc2nc3sc4c(c3c(=O)[nH]2)CCCC4)n1	-21	4	i	2	5	-7	-3	1	i
45	CCn1cc(C2C(C(=O)Nc3cc(C)ccn3)=C(C)NC3=C2C(=O)CC(C)(C)C3)c(C)n1 (stereo not given)	-18	1	i	-8	7	-3	-2	0	·
46	C=CCSc1nncn1/N=C/c1ccc(OC)cc1	3	-4	i	0	11	3	0	-2	i
47	O=C(COc1ccccc1)Nc1ccc(OC(F)(F)C(F)F)c(NC(=O)COc2ccccc2)c1	0	5	i	-4	11	2	3	0	i
48	CCCCSc1nc(CCC)cc(=O)[nH]1	-9	1	i	-4	-1	6	-1	-4	i
49	O=C(CC(=O)NCc1ccc(Cl)cc1)NCc1ccccc1	12	7	i	-1	7	1	-3	3	i
50	Cc1ccccc1OCC(=O)Nc1ccc(Cc2ccncc2)cc1	12	2	i	10	6	-6	-5	0	i

Continued:
entry	canonical_smiles	MLLE-PAM2 inh	CSN inh	Rpn11 block	FAS TE block	SKN-1 block	MT1-MMP act inh	NadD inh	Rin1-Abl PPI inh	Neddylation inh
51	Cc1cc(C)n(CC(=O)c2ccc(Br)cc2)c(=O)c1C#N	2	-6	i	44	-11	-1	-7	2	i
52	O=C(Nc1ccnn1C1CCN(C/C=C/c2ccccc2)CC1)c1cccc(F)c1	-15	0	i	-3	-15	-1	5	1	i
53	COc1ccc(CCN2C(=O)CCC2(C)c2nnnn2-c2c(C)cccc2C)cc1OC (stereo not given)	·	-3	·	-10	-6	-1	-4	·	i
54	CCOC(=O)C(=Nc1ccc(Cl)cc1)NO	3	-15	i	-21	3	2	-2	-5	i
55	CN(C)c1ccc(CN(C(=O)C2COc3ccccc3O2)C2CCS(=O)(=O)C2)cc1 (stereo not given)	-5	2	i	-2	14	-4	2	-1	i
56	O=C(O)C1OC(Oc2cc3oc(-c4ccccc4)cc(=O)c3c(O)c2O)C(O)C(O)C1O (stereo not given)	29	-1	i	-10	-4	7	-2	4	i
57	O=S(=O)(c1cccc2cccnc12)N1CCN(c2ccccc2)CC1	-15	-7	i	3	-31	-1	-2	-1	i
58	CCOCc1nnc(NC(=O)COc2ccc3c(c2)OCO3)s1	2	9	i	-3	14	-2	-7	4	i
59	Cc1ccc(NS(=O)(=O)N2CCOCC2)cc1Cl	8	3	i	-1	-6	-1	-6	0	i
60	O=C(O)c1ccc(NS(=O)(=O)c2ccc(Cl)cc2)cc1	5	-2	i	-7	1	-1	-5	-5	i
61	CCOc1ccc(NC(=O)COC(=O)c2ncc(Cl)c(Cl)c2Cl)cc1	-3	-2	i	-8	17	0	0	-1	i
62	CC1CCCC(NC(=O)COC(=O)c2ccc3ncsc3c2)C1C (stereo not given)	8	-3	i	-1	-11	-2	-2	1	i
63	OCCC1CN(Cc2cc(F)ccc2F)CCN1CCCc1ccccc1 (stereo not given)	-18	1	i	-2	-21	0	-5	-1	i
64	CCOc1ccc(Nc2c3c(nc4ncnn24)CC(C)CC3)cc1 (stereo not given)	-5	3	i	5	9	-1	4	0	i
65	CCCn1c(CN(Cc2ccccc2)Cc2ccccc2)nc2c1c(=O)n(C)c(=O)n2C	7	2	i	26	3	-10	-1	-1	i

Looked up one by one from the list above:
entry	canonical_smiles	MLLE-PAM2 inh	CSN inh	Rpn11 block	FAS TE block	SKN-1 block	MT1-MMP act inh	NadD inh	Rin1-Abl PPI inh	Neddylation inh
58	CCOCc1nnc(NC(=O)COc2ccc3c(c2)OCO3)s1	2	9	i	-3	14	-2	-7	4	i
64	CCOc1ccc(Nc2c3c(nc4ncnn24)CC(C)CC3)cc1 (stereo not given)	-5	3	i	5	9	-1	4	0	i
